PglD inh: inhibitors of Campylobacter jejuni PglD acetyltransferase; purified PglD enzyme, DTNB colorimetric CoA detection; inhibition, % at 12.5 µM; actives 0.098% (n = 360,000); in the data active = inhibition above about 16%, passing the limit was not always enough; also: strong numbers were not always called active
C2C12 statin: suppressors of simvastatin-induced myotoxicity in C2C12 myotubes | ATP luminescence, 48 h; scaled: DMSO 0, geranylgeraniol control 100 | rescue of ATP level, % at 7.49 µM | actives 0.78% (n = 330,000) | AID 602340;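 active = mean ATP rescue above about 67%, or every replicate alone reaching that limit, limit read from the data, passing the limit was not always enough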;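 also: myotubes were challenged with 10 µM simvastatin during compound exposure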
An asterisk follows results filed as active. This is a subset; rates above refer to the full screens.

compound | PglD inh | C2C12 statin
O=C(NC1CCS(=O)(=O)C1)c1ccc(-c2ccc(Br)cc2)o1 (stereo unspecified) | -2.7 | -100.1
COC(=O)Cc1c(O)ccn(Cc2ccc(F)cc2)c1=O | 2.3 | -2.4
Cc1cccc(-n2c(SCC(N)=O)nc3c(c2=O)C2(CCCCC2)Cc2ccccc2-3)c1 | 5.9 | 1.2
O=C(COC(=O)c1cccnc1)Nc1ccccc1 | -6.1 | 22.2
CC1CCCC(NC(=O)CSc2nnc(N)s2)C1C (stereo unspecified) | 0.2 | 6.9
CN(CC(=O)Nn1cnnc1)S(=O)(=O)c1cc(Cl)ccc1Cl | -0.4 | 59.4
Cc1ccc(C2CC(=O)c3cnc(N4CCc5ccccc5C4)nc3C2)cc1 (stereo unspecified) | -7.6 | 18.8
COc1ccc(Oc2c(C)oc3cc(OC(=O)N4CCOCC4)ccc3c2=O)cc1 | 7.0 | 48.9
Cc1cc(C)cc(OCC(=O)NCCN2CCOCC2)c1 | -12.1 | -4.9
Cc1ccc(SCc2ccc(C(=O)Nc3cc([N+](=O)[O-])ccc3C)cc2)cc1 | -2.2 | -14.7
COc1cc(C)nc(N2CCCC(C(=O)NCC(C)C)C2)n1 (stereo unspecified) | 2.9 | 7.3
O=C(Nc1ccccc1-c1ccccc1)C12CC3CC(CC(C3)C1)C2 | -2.2 | 4.0
O=C(O)c1cc(Nc2nc(N3CCOCC3)nc(N3CCOCC3)n2)ccc1Cl | -9.9 | -2.7
CC1=CC(C)(C)NC(=S)N1c1ccc(C)cc1 | -1.4 | -10.0
CN(C)S(=O)(=O)c1ccc(C(=O)NCCSc2ccccc2)cc1 | -4.1 | -35.3
COC(=O)c1ccc(NC(=O)CSc2nccn2CCc2ccccc2)cc1 | 4.9 | -62.5
CSC1=N/C(=C\c2ccc(C)o2)C(=O)S1 | -2.1 | 7.2
Cc1cc(N2CCCC2)c(C)cc1C=O | -7.4 | 5.1
Cc1ccc(/C=C2/Sc3ccccc3N(CC(=O)NCC3CCCO3)C2=O)cc1 (stereo unspecified) | -2.8 | 25.0
COc1ccc(S(=O)(=O)Nc2ccc(NC(C)=O)cc2)cc1OC | 12.1 | 5.8
C=CCOC(=O)C1=C(C)Nc2nnnn2C1c1cccs1 (stereo unspecified) | 6.9 | 56.6
O=C1COc2ccc(C(=O)COC(=O)/C=C/c3ccco3)cc2N1 | -3.5 | -4.1
CCc1c(C(=O)NCc2ccccc2Cl)[nH]c(C)c1C(C)=O | -2.1 | 28.5
O=C(COc1ncnc2ccccc12)N1CCOCC1 | 2.6 | -8.3
CCn1c(SCC(=O)Nc2ccc(C(=O)OC)cc2)nc2cccnc21 | -1.7 | 5.2
COc1ccc(-n2c(=S)[nH]c3cc(C(=O)NCCCN4CCCC4=O)ccc3c2=O)c(OC)c1 | 1.2 | -3.0
O=C(O)c1ccc(S(=O)(=O)N2CCC(c3nc(-c4ccccc4Cl)no3)CC2)cc1 | -3.8 | -1.8
CCCOc1ccc(/C(O)=C2/C(=O)C(=O)N(CCN(C)C)C2c2ccncc2)cc1 (stereo unspecified) | 2.8 | 8.6
Cc1ccccc1N1CCN(c2ncnc3c2cnn3Cc2ccc(Cl)cc2)CC1 | 4.5 | 31.8
O=C(COc1ccc(S(=O)(=O)NC2CCCCC2)cc1Cl)Nc1ccc2c(c1)OCO2 | 0.5 | 18.7
C=CCc1ccccc1OCC(CN1CCCCC1)OC(C)=O (stereo unspecified) | 3.0 | 1.7
COC(=O)c1ccc(NC(=O)CSc2n[nH]c(-c3ccncc3)n2)cc1 | 1.1 | 76.8*
COc1ccc(OC)c(C2C(C(C)=O)=C(O)C(=O)N2CCN2CCOCC2)c1 (stereo unspecified) | -1.1 | -3.7
COC(=O)c1c(NC(=O)CN2CCN(C(=O)c3ccco3)CC2)c2cc(C)ccc2n1C | -2.3 | -1.5
CC(C)(C)n1nnnc1CN(Cc1cccnc1)Cc1ccccc1Cl | 4.8 | -3.3
Cc1ccc(NC(=O)C(C)Sc2nnc(-c3cccnc3)o2)cc1 (stereo unspecified) | 5.2 | 5.6
CCCCn1ccnc1C(=O)c1cccc(S(=O)(=O)N2CC(C)CC(C)C2)c1 (stereo unspecified) | -0.8 | 9.6
COc1ccc(-c2nc(C(N)=O)c3[nH]c(=O)n(-c4cccc(Cl)c4)c3n2)cc1OC | -2.6 | -12.2
O=C(CCSc1ccc(F)cc1)Nc1ccc(-n2cnnn2)cc1 | -6.3 | -23.3
Cc1cc(C)nc(NS(=O)(=O)c2ccc(NC(=O)COc3ccccc3)cc2)n1 | 7.0 | 8.9
CCOc1ccc(-n2c(SCc3ccc(C(=O)OC)o3)nc3c(c2=O)SCC3)cc1 | -1.6 | -4.8
Fc1cc2nc(-c3ccncc3)[nH]c2cc1F | -7.7 | -9.7
CNC(=O)CN(c1cc(C)ccc1C)S(C)(=O)=O | 1.9 | -0.6
COc1cc(C(=O)NC2CCN(Cc3nnnn3Cc3cccs3)CC2)cc(OC)c1OC | 2.7 | -2.0
COc1ccccc1N(CC(O)CN1C(=O)NC(C)(C)C1=O)S(=O)(=O)c1ccc(C)cc1 (stereo unspecified) | -2.2 | -3.7

Other structures
Values in the order – PglD inh	C2C12 statin
- O=C1NC2(C=Cc3c(ccc4ccccc34)O2)Oc2ccccc21 (stereo unspecified)
  0.9	15.8
- Cc1ccc(S(=O)(=O)N2CCCC(C(=O)NCc3ccccn3)C2)cc1 (stereo unspecified)
  -0.7	12.5
- O=C1CN(c2ccc(Br)cc2)C(=O)N1CC(=O)N1CCCc2ccccc21
  1.0	-0.7
- COc1cc(NS(=O)(=O)c2ccc(C)cc2)ccc1-n1cnnn1
  1.5	12.1
- Cc1ccc(C)c(NS(=O)(=O)c2ccc(OCC(=O)NCc3ccco3)cc2)c1
  -4.3	25.6
- CCCCCCn1c(C(C)O)nc2ccccc21 (stereo unspecified)
  1.2	110.9*
- CCOc1ccccc1Nc1ncnc2ccccc12
  -2.5	85.9*
- COc1cccc(CSc2nnc(-c3ccco3)n2C)c1
  -2.9	-4.4
- COc1ccc(CCn2c(SCC(=O)Nc3cc(C)on3)nc3ccccc3c2=O)cc1OC
  -0.2	5.4
- COc1cc(C(C(=O)NC(C)(C)C)N(C(=O)CNC(=O)c2cccs2)c2ccc(C(C)C)cc2)cc(OC)c1OC (stereo unspecified)
  0.8	-8.8
- CCOn1c(-n2nc(C)cc2C)nc2ccccc2c1=O
  -1.2	-25.3
- CC(=O)Nc1cccc(N2C(=O)CC(N3CCC(C(=O)N4CCCCC4)CC3)C2=O)c1 (stereo unspecified)
  -5.1	4.8
- CC(=O)N1CCC(C(=O)c2ccc(Cl)cc2)CC1
  0.4	2.8
- c1ccc(Oc2ncnc3oc(-c4ccccc4)cc23)cc1
  -5.4	-10.9
- COc1ccc(CCNC(=O)CSc2nnnn2Cc2ccc3c(c2)OCO3)cc1OC
  -0.2	5.7
- Cc1ccc(S(=O)(=O)Nc2nsc(N)n2)cc1
  -5.8	-8.3
- CCOC(=O)c1c(NC(C)=O)sc2c(O)c(CN3CCN(CC)CC3)ccc12
  2.0	1.2
- O=C1c2ccccc2C(=O)N1CCCc1nc(-c2ccncc2)no1
  -3.7	5.3
- CCn1c(COc2ccc(OC)cc2)nnc1SCC(=O)Nc1cc(OC)ccc1OC
  -0.4	7.3
- COc1ccc(CCNC(=O)c2[nH]c(C)c(C(C)=O)c2C)cc1
  -5.6	-4.4
- N#CC(C(=O)C12CC3CC(CC(C3)C1)C2)c1nc2ccccc2[nH]1 (stereo unspecified)
  4.6	-24.4
- Cc1ccc(N2CCN(CCc3nc4cc(NC(=O)c5ccco5)ccc4n3C)CC2)cc1
  2.6	2.2
- Cn1c(=O)c2c(nc(Oc3ccc4ccccc4c3)n2C)n(C)c1=O
  1.9	21.5
- Cc1cccc(C(=O)N2CCC(n3nnc4cc(F)ccc43)CC2)c1
  0.7	133.5*
- Cc1cc(=O)oc2ccc(OCC(=O)N3CCC(C)CC3)cc12
  11.0	0.3
- Cc1ccc(C)c(Cn2c(=O)c3c(nc4n3CCN4Cc3ccco3)n(C)c2=O)c1
  3.4	3.6
- Cc1onc(-c2c(F)cccc2Cl)c1C(=O)NC1CCSC1=O (stereo unspecified)
  -1.9	16.5
- CCOC(=O)Cn1cnc2c(cnn2-c2ccc(Cl)cc2)c1=O
  -0.2	-7.5
- COc1ccccc1OCCC(=O)Nc1cccc(S(=O)(=O)N2CCCCC2)c1
  -0.1	-0.4
- CC(O)c1cc2c(s1)c1cnn(Cc3ccccc3F)c(=O)c1n2C (stereo unspecified)
  -7.1	-3.2
- CCOCCCNc1nc2ccccc2[nH]1
  -0.4	-5.1
- COc1cc(OC)cc(C(=O)NCCCN2CCOCC2)c1
  -1.3	10.3
- Cc1csc(NC(=O)CSc2nnc(-c3ccncc3)o2)n1
  0.3	-20.0
- CC(C)Nc1nc(NC(C)C)nc(N(C)C#N)n1
  1.6	3.8
- COc1ccc(N=c2oc3c(OC)cccc3cc2C(=O)NCc2ccco2)cc1OC
  4.0	-24.6
- Cc1ccc(C(=O)Oc2ccccc2C(=O)N2CCOCC2)cc1
  8.1	-4.3
- CCOC(=O)c1c(C)oc2ccc(NS(=O)(=O)c3ccc4c5c(cccc35)C(=O)N4)cc12
  1.3	18.7
- O=C(Nc1nc2ccccc2n1CCN1CCCC1)C1CCCCC1
  3.5	-16.3
- Cc1cc(C)n(-c2nnc(C)n2/N=C/c2ccccc2F)n1
  9.1	-9.9
- CN(C)S(=O)(=O)N1CCN(c2ccc(Cl)cc2)CC1
  14.5	-11.2
- COC(=O)c1cc(-c2ccccc2)sc1NC(=O)CN1C(=O)c2ccccc2C1=O
  0.5	3.5
- Cc1ccccc1-n1c(=O)cc(N2CC(C)OC(C)C2)[nH]c1=O (stereo unspecified)
  -2.4	28.4
- C=CCn1c(SCC(=O)Nc2ccccc2)nc2scc(-c3cccs3)c2c1=O
  0.4	8.2
- O=C(NCCSc1ccccc1)c1ccco1
  -4.6	3.0
- Cc1cccc(NC(=O)c2ccc(NS(=O)(=O)c3c(C)noc3C)cc2)c1
  1.8	-51.1
- COc1ccc(C(=O)CSc2nnc(COc3ccc(C#N)cc3)n2-c2ccccc2)cc1
  -35.6	-26.2
- Cc1cc(-c2ccccc2)nc(SCc2ccc(C(=O)O)o2)n1
  4.5	-3.4
- COc1ccc(S(=O)(=O)NCCC(C)C)cc1OC
  -2.2	17.6
- CC(=O)N1C(=O)C2(C(C#N)=C(N)Oc3cc(C)oc(=O)c32)c2ccccc21 (stereo unspecified)
  0.9	2.1
- COC(=O)c1sccc1NC(=O)CCC1CCCCC1
  0.0	-1.4
- COc1ccc(N2CC(O)=C(c3n(C)c4ccccc4[n+]3C)C2=N)cc1
  -0.5	3.6
- Cn1c(SCC(=O)Nc2ccccc2F)nnc1-c1ccc(S(=O)(=O)N2CCOCC2)cc1
  -6.6	-1.5
- O=C(Cn1c(=O)n(CC2CCCO2)c(=O)c2ccccc21)c1ccc(Cl)c(Cl)c1 (stereo unspecified)
  -3.4	80.2*
- Nc1nonc1-c1nc2ccccc2n1Cc1ccc(F)cc1Cl
  4.9	116.0*
- CC1Cc2cc(/C(O)=C3/C(=O)C(=O)N(CCN4CCOCC4)C3c3cccc(Cl)c3)ccc2O1 (stereo unspecified)
  -6.1	7.7
- c1ccc(COc2ccc(OCCCCN3CCCCC3)cc2)cc1
  4.3	4.8
- N#Cc1ccc(Nc2nc(-c3ccc(O)cc3O)cs2)cc1C(F)(F)F
  3.3	-4.9
- CCOC(=O)c1cc2c(ccn2C)n1CC(=O)N1CCN(c2ccccc2)CC1
  4.9	-1.1
- Cc1ccc(C(=O)CN(C(=O)c2ccc(Cl)cc2)N2C(=O)c3ccccc3C2=O)cc1
  -0.6	-4.9
- COc1ccc(C(=O)NC(C)c2nnc(SCC(=O)Nc3nc4ccccc4s3)n2C)cc1 (stereo unspecified)
  5.4	18.9

An excerpt of these results, with each value named.
COc1ccc(N=c2oc3c(OC)cccc3cc2C(=O)NCc2ccco2)cc1OC
  PglD inh: 4.0
  C2C12 statin: -24.6
Cc1ccc(C(=O)Oc2ccccc2C(=O)N2CCOCC2)cc1
  PglD inh: 8.1
  C2C12 statin: -4.3
CCOC(=O)c1c(C)oc2ccc(NS(=O)(=O)c3ccc4c5c(cccc35)C(=O)N4)cc12
  PglD inh: 1.3
  C2C12 statin: 18.7
O=C(Nc1nc2ccccc2n1CCN1CCCC1)C1CCCCC1
  PglD inh: 3.5
  C2C12 statin: -16.3

Later entries:
Values in the order – PglD inh	C2C12 statin
- O=S(=O)(Cc1ccccc1)N1CCC(N2CCN(c3ccccc3)CC2)CC1
  1.4	9.1
- COc1ccc2nc(-c3ccccc3)[nH]c2c1
  -3.2	-16.7
- C=CCn1c(SCC(=O)Nc2ccc(N(C)C)cc2)nnc1-c1cccc(C)c1
  -3.8	83.6*
- C/C(=N\NC(=O)c1nc(C)cc(C)n1)c1ccccc1
  -2.9	121.0*
- O/N=C/c1cc(Br)ccc1OCc1ccc(F)cc1
  0.1	-31.3

Whole records, looked up by structure:
O=S(=O)(Cc1ccccc1)N1CCC(N2CCN(c3ccccc3)CC2)CC1 is entered as PglD inh = 1.4; C2C12 statin = 9.1
O/N=C/c1cc(Br)ccc1OCc1ccc(F)cc1 is entered as PglD inh = 0.1; C2C12 statin = -31.3
